HT1080-NT tox: kills 2HG-producing HT-1080-NT fibrosarcoma cells | HT-1080-NT fibrosarcoma viability, CellTiter-Glo ATP luminescence, 48 h | hit rate 1.6% among 360,000 | Potency, µM (doses to about 46.1 µM), without a hit: at the top dose activity, negative = less viability, actives largely listed as cytotoxic;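 note: NT is the 2HG producing partner of a matched IDH1 knockdown line; 0% = DMSO-treated cells and -100% = media-only wells without cells; nearly all actives have a fitted effect of over 55% in size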
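Luminescent CellTiter-Glo readout after 48 hours of compound exposure at 37 degrees C defined viability of HT-1080-NT cells. Activity was normalized to DMSO wells and cell-free media wells; concentration-response curves were fitted and assigned curve classes.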
TDP-43 yeast inh: rescues yeast growth from TDP-43 toxicity; hit rate 1.8% among 410,000; Potency, µM (titrated, usually from 46.1 µM), inactives show at the highest dose growth rescue (activation), usual class: activators; AID 652104; TDP-43 expressing yeast growth rescue, BacTiter-Glo, 24 h; note: % of control where 0% means no effect; nearly all actives have a fitted effect of over 50% in size
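Readout is BacTiter-Glo luminescence of cell growth, so inhibitors register as activators. TDP-43-expressing yeast at OD600=0.02 in galactose medium, after raffinose pregrowth to mid-log, were incubated with compound for 24 hr at 30 deg C.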
HT1080 IDH1KD tx: HT-1080 IDH1 knockdown cell toxicity (counter line); Potency, µM (series often up to 46.1 µM), without a hit: at the top dose activity, negative = toxicity, actives largely listed as cytotoxic; HT-1080 IDH1 knockdown viability, ATP luminescence, 48 h; AID 686971; hit rate 2% among 360,000;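 note: 0% = DMSO wells and -100% = cell-free medium wells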
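IDH1KD HT-1080 cells, 750/well, RPMI + 5% FBS; compound pinned after 2 h settling; 48 h, 37 °C; CellTiter-Glo luminescence; % activity normalised to DMSO and no-cell wells; curves fitted, classed by r2 and efficacy.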
KB-V1 cytotox: kills drug-selected multidrug resistant KB-V1 cells. hit rate 3.4% among 400,000. AID 1347076. KB-V1 MDR cells viability, CellTiter-Glo, 72 h. Potency, µM (series often up to 46.1 µM), for the others: at the top dose activity change, negative = cytotoxicity, actives largely listed as cytotoxic; note: % is set by controls: 0 for no effect and ±100 for the full control effect; nearly all actives have a fitted effect of over 60% in size
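In this primary screen, KB-V1 cells overexpressing P-gp are incubated with library compounds (lowest to highest concentration) for 72 h at 37 degrees C before a luminescent ATP viability read.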
SW480 rereplic: inducers of DNA re-replication in SW480 colon cancer cells. hit rate 1.8% among 340,000. Potency, µM (top dose mostly 46.1 µM), without a hit: at the highest dose re-replication activation, hits mostly activators. SW480 DNA re-replication, Hoechst DNA content imaging, 48 h. AID 624297; note: % of control where 0% means no effect; nearly all actives have a fitted effect of over 55% in size
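SW480 cells exposed to compounds for 48 hr at 37 C, 5% CO2, then Hoechst-stained 40 min. Nuclear DNA content imaged by fluorescence scanning (405 nm excitation, 500-530 nm emission); re-replication scored as increased high-intensity nuclei.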
GLP1R inv ag: acts as inverse agonist at human GLP-1 receptor | HEK293 GLP-1R CRE-luciferase, luminescence, 24 h; GLP-1R form is constitutively active | Potency, µM (series often up to 38.3 µM), for inactives: top-dose activity change, negative = inhibition, actives largely listed as inhibitors | hit rate 1.6% among 410,000 | P43220; note: % is set by controls: 0 for no effect and ±100 for the full control effect; nearly all actives have a fitted effect of over 55% in size
Target sequence (P43220 whole entry, looked up): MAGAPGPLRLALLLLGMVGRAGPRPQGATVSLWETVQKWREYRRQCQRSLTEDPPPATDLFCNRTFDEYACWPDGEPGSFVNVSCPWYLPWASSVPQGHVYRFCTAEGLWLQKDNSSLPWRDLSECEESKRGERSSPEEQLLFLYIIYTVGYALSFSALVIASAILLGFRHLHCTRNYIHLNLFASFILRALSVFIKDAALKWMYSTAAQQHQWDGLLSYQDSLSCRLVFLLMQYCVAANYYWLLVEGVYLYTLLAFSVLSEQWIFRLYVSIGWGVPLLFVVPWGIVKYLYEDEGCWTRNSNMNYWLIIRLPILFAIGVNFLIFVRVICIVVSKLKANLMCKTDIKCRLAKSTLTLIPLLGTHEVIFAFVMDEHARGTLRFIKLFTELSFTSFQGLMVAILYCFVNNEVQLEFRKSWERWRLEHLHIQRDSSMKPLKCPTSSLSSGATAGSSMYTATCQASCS
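Readout was luciferase luminescence, measured 12 min after detection reagent at room temperature. Beforehand, GLP-1R reporter HEK293 cells had sat 12 h, then received compounds for 24 hr at 37 deg C.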
KB-3-1 tox: KB-3-1 parental cell cytotoxicity | hit rate 1.4% among 400,000 | Potency, µM (doses to about 46.1 µM), without a hit: top-dose activity change, negative = cytotoxic, most hits filed as cytotoxic | KB-3-1 viability, CellTiter-Glo ATP luminescence, 72 h | AID 1347075; note: % is set by controls: 0 for no effect and ±100 for the full control effect; nearly all actives have a fitted effect of over 60% in size
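Parental KB-3-1 viability, qHTS format: 72 h compound exposure, 37 °C; CellTiter-Glo; media-only wells and DMSO plates as controls; concentration-effect fits on corrected data.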
HEK293 tox: cytotoxicity counter-screen for GLP-1 receptor inverse agonists; Potency, µM (series often up to 38.3 µM), inactives show at the top dose activity change, negative = inhibition, actives largely listed as inhibitors; HEK293 cAMP-luciferase reporter cells, luminescence, 24 h; hit rate 0.13% among 410,000;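 note: loss of luciferase light is scored as toxicity; % is set by controls: 0 for no effect and ±100 for the full control effect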
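Cells in DMEM/10% Nu serum/1% pen-strep, 1536-well format. Pre-incubated 12 h, dosed with 23 nL compound, incubated a further 24 h. Luciferase detection, 12 min at room temp, luminescence.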
GLP1R ag: agonists of human GLP-1 receptor | hit rate 0.007% among 380,000 | Potency, µM (highest dose often 45.6 µM), for the others: top-dose activation, hits mostly activators | HEK293 GLP-1R CRE-luciferase, luminescence, 4-6 h; cells express a hypersensitive GLP-1R form | AID 624172; note: % of control where 0% means no effect
Active calls of the source: *; ? = inconclusive; / = not tested or not shown; [ ] = dose if it differs, or a comment. Calls come from the whole dose curve; as a rule, active = well fitted curve in the direction sought with a large enough effect; inconclusive = small, poorly fitted or top-dose-only effect, or another doubt; inactive = no such curve, though single readings can be large; an effect the other way counts as inactive or inconclusive. Potency is the fitted concentration of half-maximal effect.

The first three entries, to show the layout:
canonical_smiles	HEK293 tox	GLP1R ag	GLP1R inv ag	HT1080-NT tox	SW480 rereplic	HT1080 IDH1KD tx	KB-3-1 tox	TDP-43 yeast inh	KB-V1 cytotox
CCC(=O)N1CCc2cc(S(=O)(=O)NC(Cc3ccccc3)C(=O)Nc3cccc(OC)c3)ccc21 (stereo not given)	2.5%	/	7.7%	/	/	/	0.0%	4.6%	-1.3%
Cn1nc(SCc2ccccc2)c(=O)n(C(c2ccccc2)c2ccccc2)c1=O	1.0%	3.8%	?	5.8%	1.4%	16.5%	?	-3.5%	20.6µM*
CN(Cc1ccccc1)C(=O)c1cc2ccccc2o1	5.5%	-1.5%	6.2%	1.1%	-1.0%	5.9%	-1.3%	-3.8%	-0.5%

All compounds of this part, from the first entry:
canonical_smiles	HEK293 tox	GLP1R ag	GLP1R inv ag	HT1080-NT tox	SW480 rereplic	HT1080 IDH1KD tx	KB-3-1 tox	TDP-43 yeast inh	KB-V1 cytotox
CCC(=O)N1CCc2cc(S(=O)(=O)NC(Cc3ccccc3)C(=O)Nc3cccc(OC)c3)ccc21 (stereo not given)	2.5%	/	7.7%	/	/	/	0.0%	4.6%	-1.3%
Cn1nc(SCc2ccccc2)c(=O)n(C(c2ccccc2)c2ccccc2)c1=O	1.0%	3.8%	?	5.8%	1.4%	16.5%	?	-3.5%	20.6µM*
CN(Cc1ccccc1)C(=O)c1cc2ccccc2o1	5.5%	-1.5%	6.2%	1.1%	-1.0%	5.9%	-1.3%	-3.8%	-0.5%
O=C(O)Cc1sc(-c2cccnc2)nc1-c1ccc(Br)cc1	-5.6%	-2.7%	7.3%	-16.0%	?	-1.8%	0.0%	-22.5%	-20.0%
[O-]/C(=C(\C(=S)Nc1ccc(Cl)cc1)[n+]1ccccc1)c1ccc(OC(F)F)cc1	-25.7%	-1.2%	-14.1%	-3.1%	-20.6%	-5.5%	-5.5%	29.1%	1.8%
Cc1ccc(-c2nc3ccccc3nc2-c2ccccc2)cc1	24.4%	28.2%	?	1.9%	1.2%	21.0%	-0.8%	-3.6%[1.82 µM]	4.8%
COCCn1nnnc1C(c1cccc(OC)c1OC)N1CCN(C2CCCCC2)CC1 (stereo not given)	1.7%	-8.4%	-8.4%	4.8%	-2.7%	-1.6%	1.4%	0.5%	2.3%
Cc1cccc(C)c1NC(=S)N(CCN1CCCCCC1)Cc1ccco1	-17.5%	0.4%	10µM*	-12.1%	-0.7%	-5.8%	-4.1%	-22.8%	?
CCOc1ccc(-c2nnc(Nc3ccc(OC)c(C(=O)N4CCCCC4)c3)c3ccccc23)cc1	?	-6.3%	?	?	?	?	?	4.3%	?
C#Cc1ccc([C@H]2C=C(C(=O)NCc3ccccc3)O[C@@H](OCc3ccc(CO)cc3)C2)cc1	-3.3%	-1.3%	?	3.7%	-8.2%	-0.9%	-2.4%	26.0%	12.3%
O=C1CC(N2CCN(Cc3ccc4c(c3)OCO4)CC2)C(=O)N1c1cccc(Cl)c1 (stereo not given)	-5.9%	-0.6%	2.4%	8.0%	-11.5%	2.2%	-9.2%	-9.6%	-1.8%
CCN(CC)C(=O)Cn1cnc2sc(C)c(S(=O)(=O)N3CCC(C)CC3)c2c1=O	-2.0%	-2.5%	1.2%	8.3%	-0.8%	15.6%	11.2%	0.0%	?
O=C(N=NC(=O)c1ccco1)c1ccc2c(O)n(N3C(=O)c4ccccc4C3=O)c(O)c2c1	-1.7%	5.4%	23.6%	4.2%	-5.4%	1.5%	18.2%	-5.1%	-10.3%
CCN(c1ccccc1)S(=O)(=O)c1cccc(C(=O)OCC(=O)c2c(N)n(C)c(=O)n(C)c2=O)c1	-1.7%	-0.9%	-11.8%	-6.5%	14.9%	0.0%	2.5%	-0.5%	-17.8%
CC(=NC(C)C)C1=C(O)C(C)OC1=O (stereo not given)	-1.9%	6.2%	55.7%[activator]	15.7%	-3.3%	10.1%	-6.5%	-8.0%	8.9%
O=C(NNC(=S)NC(=O)c1cccs1)c1cccnc1	3.9%	1.6%	7.2%	-17.1%	6.5%	-5.4%	-18.8%	-25.9%	?
O=S(=O)(c1ccccc1)c1nc(-c2ccccc2Cl)oc1NCCCN1CCOCC1	-3.0%	1.6%	?	-16.2%	?	-33.4%	-17.0%	23.0%	-13.7%
Cc1c(C#N)c2ncn(Cc3ccccc3)c(=O)c2n1-c1ccccc1	-23.2%	24.8%	3.7%	-0.2%	-2.4%	-0.1%	16.1%	11.0%	10.2%
Cc1oc(-c2ccc(Cl)cc2)nc1CN1CCCC(C(=O)NCCCN2CCCC2=O)C1 (stereo not given)	-0.9%	-0.5%	-24.7%	-6.7%	-5.4%	-19.8%	?	-6.2%	0.0%
C/C(CC(=O)Nc1ccc2ccccc2c1)=N\NC(=O)c1cnccn1	-16.0%	-1.4%	?	3.3%	-5.2%	7.4%	-0.8%	0.0%	0.1%
COc1ccc(CN2CCC(n3nccc3NC(=O)CCCc3ccccc3)CC2)cc1C	-27.0%	13.3%	?	-24.0%	18.4µM*	18.4µM*	?	8.8%	5.0%
COc1cccc(NC(=O)N2CCCC2C(=O)NC2CCCCC2)c1 (stereo not given)	-24.7%	1.4%	-19.9%	-12.9%	-4.3%	-0.8%	0.4%	13.6%	-12.1%
Cc1cccc(NC(=O)CN2C(=O)N/C(=C/c3ccc(C)s3)C2=O)c1	21.4%	0.7%	25.3%	-2.9%	6.3%	-4.1%	0.3%	-7.5%	0.0%
CCOCCN1CCN(C(=O)CN2CCCC2=O)CC1	-2.1%	-1.8%	4.2%	12.5%	-7.5%	28.0%	?	-17.3%	9.6%
CCSc1nnc(COc2ccccc2)n1CC	19.0%	5.0%	-2.7%	7.0%	-14.3%	5.1%	?	22.3%	?
CCc1nc2ccc(C(=O)NCCCn3ccnc3)cn2c1N(CC)Cc1cccc(Br)c1	-5.1%	-7.1%	?	?	/	?	0.0%	21.4%	13.8%
Cc1cc(C)c(OCCN(C)Cc2ccccc2)c(Br)c1	6.7%	7.3%	?	-24.4%	6.1%	-27.0%	16.7%	4.8%[9.22 µM]	-17.1%
Cc1cc(C)c(S(=O)(=O)N2CCN(c3ccccn3)CC2)c(C)c1	3.6%	20.6%	?	-13.9%	-425.9%[inhibitor]	-16.8%	4.2%	-12.2%	?
O=C(CN1C(=O)C2(SCC(=O)N2c2ccccc2)c2ccccc21)NCCc1ccccc1 (stereo not given)	-28.9%	2.7%	-2.6%	/	/	/	7.3%	-14.1%	?
CCc1nnc(NC(=O)Cn2nc(-c3ccccc3OC)ccc2=O)s1	-4.0%	-12.8%	7.2%	-2.8%	-5.1%	-13.5%	1.2%	-26.3%	-27.1%
CCCn1cc(CN2CCC(C(=O)Nc3cccc(-c4cscn4)c3)CC2)c(C)n1	0.0%	-0.2%	?	-0.7%	8.7%	-16.3%	?	-4.2%	13.3%
Cc1cccc(NC(=O)CSc2nc(-c3ccccc3)cn2-c2ccccc2)c1C	-0.1%	/	?	/	/	/	-15.1%	0.0%[9.22 µM]	-10.2%
O=C(COC(=O)[C@@H]1CCCN1S(=O)(=O)c1ccc(Cl)cc1)NC12CC3CC(CC(C3)C1)C2	-1.3%	2.5%	11.9%	4.2%	10.6%	11.0%	10.0%	21.0%	-7.0%
COCC(C)NCc1cccc2ccccc12 (stereo not given)	2.6%	-2.3%	-5.6%	-7.6%	?	-1.1%	-20.3%	-5.4%	-19.4%
O=c1[nH]cnc2ccsc12	0.9%	1.2%	20.6%	12.1%	1.9%	7.9%	10.8%	23.1%	2.6%
Cc1ccc2nc(/C(C#N)=C/c3ccccc3C(=O)O)[nH]c2c1	35.1%[activator]	-1.3%	30.3%[activator]	3.7%	7.6%	0.9%	-0.4%	4.4%	0.0%
COc1ccc(C(=O)Nc2nc3ccccc3[nH]2)cc1	?	-4.7%	?	?	?	?	?	-49.6%[inhibitor]	?
Cc1ccc(C)c(S(=O)(=O)Nc2cc3c4c(c2)CC(=O)N4CCC3)c1	-1.1%	6.7%	28.8%	-7.4%	2.0%	-6.2%	?	-3.6%	11.6µM*
Cc1cccc(NC(=O)NNC(=O)c2ccccn2)c1	-16.9%	-6.1%	10.7%	-0.1%	-14.4%	-7.2%	-5.8%	16.1%	3.5%
O=C(Nc1nc(-c2ccccc2)cs1)C1CCCCN1S(=O)(=O)c1ccc(Cl)cc1 (stereo not given)	-1.4%	0.0%	?	?	20.7%	?	?	-0.6%	13µM*
Cc1nn(C)c(C)c1/C=C1/SC(=S)NC1=O	?	-2.0%	-7.9%	-1.2%	-4.5%	-17.7%	-1.5%	15.8%	-6.7%
COc1cc2c(c(OC)c1OC)CCc1cnoc1-2	6.6%	17.4%	0.5%	-5.6%	-5.7%	0.5%	-2.7%	-3.3%	-1.7%
O=C(Nc1ccnn1C1CCN(C2CCC2)CC1)c1ccccc1Cl	0.0%	13.5%	17.3%	2.7%	8.5%	-0.2%	6.6%	9.6%	12.5%
CCOc1ccc(Oc2cc(N)cc([N+](=O)[O-])c2)cc1	-5.7%	19.6%	-22.7%	-2.5%	-6.5%	-9.1%	-2.7%	-3.9%[0.397 µM]	32.7%
Cn1cccc1C(=O)N1CCN(S(=O)(=O)c2ccccc2)CC1	0.1%	-3.5%	0.2%	-7.7%	?	0.2%	-7.0%	-18.9%	?
COC(=O)CCNC(=O)N1CCN(c2nnc(C)c3c(C)n(-c4ccc(Cl)cc4)nc23)CC1	1.5%	/	1.7%	/	/	/	-4.5%	20.4%	1.1%
CC1(c2ccco2)NC(=O)NC1=O (stereo not given)	-0.5%	1.0%	5.8%	7.3%	7.6%	7.4%	2.1%	-11.5%	6.3%
CCOc1c(C(=O)CC)cc2c(C)cc(=O)oc2c1C	-5.7%	7.8%	43.7%[activator]	-0.2%	-0.4%	4.7%	-15.6%	21.5%	-23.3%
